Screening data: PubChem, Broad Institute
RAD54 branch – blocks human RAD54 Holliday junction branch migration | FAM/BHQ fluorescence | inhibition, % at 10.4 µM | actives 0.14% (n = 360,000) | AID 602329;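 active = mean normalized replicate activity at least 40 and at least half of replicates scoring 40 or more; inconclusive = only one of the two criteria met; inactive = mean below 40 and under half of replicates reaching 40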;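 note: 0% = median of neutral control wells and 100% = median of positive control wells; inhibitors cause a drop in the FAM fluorescence signal; in these data hits start at about 50%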
ERAP1 inh – inhibitors of human ERAP1 aminopeptidase; Q9NZ08; recombinant ERAP1, Leu-AMC fluorescence, 60 min; inhibition, % at 10.7 µM; actives 0.15% (n = 340,000);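 active = mean replicate inhibition of at least 30%, or all replicates individually reaching that 30% level; inactive = mean below 30% and not every replicate reaching it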;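 note: 0% = neutral control wells and 100% = L-leucinethiol positive control wells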
Xi reactivation – reactivates the inactive X chromosome in mouse fibroblasts; XiGFP mouse fibroblasts, % GFP-positive cells imaging, 3 d; cells co-treated with 5-aza-dC sensitizer; scaled so ellipticine positive control = 100%; activation, % at 7.58 µM; actives 0.055% (n = 360,000);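 active = mean normalized replicate activation at least 10% and every replicate at or above 10%; inconclusive = only one of the two criteria met; inactive = mean below 10% and not all replicates reach 10%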;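 note: 0% = median of on-plate neutral control wells and 100% = ellipticine 6 µM median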
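System: SV40-immortalized XiGFP fibroblast cells, line 68-5-11 / Incubation: 3-day compound exposure, then 15 min fixation at room temperature / Compound: single concentration per compound, delivered by pin transfer / Buffer or medium: DMEM plus 5-aza-dC sensitizer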
ERp5 inh – inhibitors of human ERp5; Q15084; ERp5 insulin aggregation, absorbance 650 nm, 90 min; inhibition, % at 9.99 µM; actives 0.05% (n = 350,000);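 active = mean replicate inhibition above about 25%, with every replicate also reaching it, limit read from the data, passing the limit was not always enough; inconclusive = only one of those two criteria met; inactive = neither criterion met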
E-selectin induc – induces E-selectin expression in human endothelial cells; P16581; HUVEC E-selectin immunofluorescence imaging; normalized: neutral wells 0, TNF-alpha wells 100; activation, % at 7.58 µM; actives 0.37% (n = 260,000); AID 686992;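 active = mean E-selectin-positive cell signal at least 10% of the positive control, reached in at least 60% of replicates, without over 20% cell loss; inconclusive = no rule given, readout overlaps actives, possibly toxicity-flagged; inactive = the rest, including those meeting only one limit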;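 note: in these data hits start at about 27%; measured in HUVEC primary endothelial cells; signal is the percent of cells scored E-selectin positive by PE staining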
Target sequence (P16581 whole entry, looked up): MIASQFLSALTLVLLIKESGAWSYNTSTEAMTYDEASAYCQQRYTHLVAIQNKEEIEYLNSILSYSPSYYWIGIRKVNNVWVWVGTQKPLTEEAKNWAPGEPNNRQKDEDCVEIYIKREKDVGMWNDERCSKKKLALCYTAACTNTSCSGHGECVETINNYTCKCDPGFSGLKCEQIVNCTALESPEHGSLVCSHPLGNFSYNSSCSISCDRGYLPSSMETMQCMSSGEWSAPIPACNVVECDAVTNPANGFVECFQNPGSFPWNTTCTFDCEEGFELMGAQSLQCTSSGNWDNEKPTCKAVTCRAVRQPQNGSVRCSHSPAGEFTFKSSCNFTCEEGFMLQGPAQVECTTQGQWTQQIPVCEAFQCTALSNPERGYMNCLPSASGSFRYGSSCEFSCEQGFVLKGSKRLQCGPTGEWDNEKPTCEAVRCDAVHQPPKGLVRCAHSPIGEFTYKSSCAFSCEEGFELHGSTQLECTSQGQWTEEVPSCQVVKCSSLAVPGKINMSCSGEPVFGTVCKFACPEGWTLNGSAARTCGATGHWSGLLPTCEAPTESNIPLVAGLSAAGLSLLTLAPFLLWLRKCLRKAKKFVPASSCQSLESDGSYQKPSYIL
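System: HUVEC / Compound: single concentration / Signal: immunofluorescence imaging / Read-out: percent E-selectin-positive cells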
S100A4 inh HTS – inhibitors of human S100A4 binding to myosin IIA peptide; S100A4/TAMRA-MyoIIA peptide fluorescence polarization; inhibition, % at 10.7 µM; actives 0.14% (n = 360,000);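 active = mean inhibition of at least 70% across replicates, with every replicate also reaching that level; inconclusive = mean inhibition reaches 70% but some replicates fall short; inactive = mean inhibition below 70%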
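Compound dosing: one dose per compound; test system: human S100A4 monomer with TAMRA-labelled myosin IIA peptide; probe or stimulus: TAMRA-labelled myosin IIA heavy-chain peptide probe, 5 nM; medium: HEPES buffer with Ca2+, pH 7.2; schedule: 5 min incubation before reading; benchmarks: neutral control DMSO, positive control TFP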
esBAF inh – blocks esBAF chromatin remodeling in mouse ES cells; Bmi1-luciferase knock-in reporter, 24 h; 100% = twice the neutral-well signal; reporter increase, % at 12.5 µM; actives 2% (n = 350,000); in the data active = activation above about 40%; inconclusive = no clear call, values can overlap the other calls;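 note: 0% = median of the plate's neutral control wells and 100% = double that signal; a rise in the Bmi1 reporter signal indicates esBAF inhibition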
RAD52 anneal inh – inhibitors of human RAD52 DNA annealing; P43351; recombinant RAD52 DNA annealing, FRET fluorescence; inhibition, % at 18.7 µM; actives 0.46% (n = 360,000); AID 651710;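 active = every replicate showing at least 50% inhibition; inconclusive = mean inhibition at least 50% but not in every replicate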
Target sequence (P43351 whole entry, looked up): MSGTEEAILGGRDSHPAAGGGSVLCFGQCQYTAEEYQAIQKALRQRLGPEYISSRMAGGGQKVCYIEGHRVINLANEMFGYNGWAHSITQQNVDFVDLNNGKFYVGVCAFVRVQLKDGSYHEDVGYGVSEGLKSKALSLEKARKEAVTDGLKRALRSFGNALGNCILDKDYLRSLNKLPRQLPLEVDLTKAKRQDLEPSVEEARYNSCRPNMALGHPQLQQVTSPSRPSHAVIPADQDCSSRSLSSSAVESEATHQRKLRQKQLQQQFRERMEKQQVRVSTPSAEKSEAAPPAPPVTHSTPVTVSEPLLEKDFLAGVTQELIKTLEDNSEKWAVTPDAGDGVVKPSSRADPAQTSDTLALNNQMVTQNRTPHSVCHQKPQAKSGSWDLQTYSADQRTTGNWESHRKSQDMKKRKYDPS
* marks the source's active call; other numbers are inactive results; i = inactive; u = inconclusive; x = not tested or not shown; & = joins results of further samples.

SMILES	RAD54 branch	ERAP1 inh	Xi reactivation	ERp5 inh	E-selectin induc	S100A4 inh HTS	esBAF inh	RAD52 anneal inh
COc1ccc(CC(=O)Nc2ccc(OC)nc2)cc1	-2	-2	-0.3	1	0.2	1	-4	-12
CCN1C(=O)[C@H]2[C@H]3CN=C(SCc4ccc(C(=O)OC)cc4)N3[C@@](CC)(C(=O)OC)[C@H]2C1=O	1	17	-0.1	2	1.3	8	4	-3
O=C(O)c1ccc(C(=O)Nc2cccc3ccccc23)c(C(=O)O)c1	-2	1	-0.1	1	x	-3	-10	-13
CC1=CC(C)(C)N(S(=O)(=O)c2ccc(F)cc2)c2ccccc21	2	2	x	8	x	-4	-15	-14
Cc1nnc2sc(-c3ccco3)nn12	-3	2	x	0	x	3	-2	-3
CCc1nnc(NC(=O)CSc2ccc(-c3ccccc3OC)nn2)s1	x	2	-0.1	2	13	-4	x	-23
CCOC(=O)C1=C(COC(=O)c2ccco2)NC(=O)NC1CC (centres undefined)	2	4	0.4	-18	x	9	-10	-16
CS(=O)(=O)N(CC(=O)N1CCCC1)Cc1ccc(Cl)c(Cl)c1	9	1	0.0	1	x	-1	-2	-12
Cc1ccc(N(Cc2ccccc2)C(=O)c2ccc(C)c(S(=O)(=O)N3CCOCC3)c2)cc1	0	-1	1.1	-1	1.2	19	5	-7
O=C(N/N=C/c1c(F)cccc1Cl)C1CC1	-5	-1	0.3	5	x	-5	-2	-8
O=C(C[n+]1cc(Br)cc(Br)c1)c1ccccc1	x	4	0.2	0	-0.1	-16	x	-15
CO[C@H]1CN(C)C(=O)c2ccc(NC(=O)C3CC3)cc2OC[C@H](C)N(C(=O)c2ccccn2)C[C@H]1C	-1	-1	0.6	3	-0.1	5	-7	-7
C[C@H](CO)N1C[C@H](C)[C@@H](CN(C)S(=O)(=O)c2ccc(F)cc2)Oc2c(NC(=O)c3ccncc3)cccc2C1=O	0&0	2	0.1&0.0	6	-0.1&-0.1	-16	0&11	-2
CC(CNC(=S)Nc1cc(F)cc(F)c1)CSc1ccc(Cl)cc1 (centres undefined)	-1	-3	-0.1	6	x	0	3	-9
CN(C(=O)Cn1nc(Cl)ccc1=O)C1CCCN(Cc2ccccc2F)C1 (centres undefined)	10	-3	0.2	2	0.3	12	-2	-1
Cc1cc(C(=O)Nc2ccccc2C(=O)O)ccc1NC(=O)COc1ccccc1Cl	-2	0	0.0	0	0.4	-5	-2	-2
O=C(Nc1c(-c2ccc(F)cc2)nc2ccccn12)c1ccc(F)cc1	1	2	0.3	0	0.2	4	1	-14
COc1ccc(OC)c(NC(=O)CCN2CCN(C)CC2)c1	-5	-2	0.2	-6	x	-1	-8	5
O=C(Cn1nnc(N2CCCCC2)n1)NN=Cc1ccccc1O	x	5	-0.1	-3	0.1	4	x	0
CCCn1c(SCC(=O)Nc2cccc(S(=O)(=O)N(C)C)c2)nc2ccccc2c1=O	-1	1	-0.1	-6	x	-4	x	-6
CCCN1C[C@@H](C)[C@H](OC)CN(C)C(=O)c2ccc(NS(C)(=O)=O)cc2OC[C@@H]1C	2	-1	-0.3	-2	-0.1	2	1	5
COc1ccc2c3c(n(C)c2c1)[C@@H](CO)N(CC1CC1)CC31CN(C(=O)c2ccc3c(c2)OCO3)C1	x	-1	0.0	4	-0.1	-4	x	5
CCCn1nc2cc(C(=O)NCCCCc3ccccc3)ccc2c1OCC	-8	-7	0.4	-2	0.1	0	-14	-11
CC1CCN(S(=O)(=O)c2ccc(C(=O)N3CCCCC3C(=O)O)cc2)CC1 (centres undefined)	3	-3	0.2	-4	x	-1	0	-8
O=C(Cc1csc(Nc2nc(=S)[nH]c3ccccc23)n1)NCCCN1CCN(c2ccccc2F)CC1	4	-1	0.1	5	x	-6	2	-41
CCCC(=O)Nc1ccc2c(c1)C(=O)N(C)C[C@H](OC)[C@@H](C)CN(CCC)[C@H](C)CO2	5	-1	0.3	0	0.1	-7	1	1
CC(OC(=O)c1ccc(-n2cnnn2)cc1)C(=O)Nc1ccccc1F (centres undefined)	1	5	0.2	4	0.1	3	2	-19
O=C1CCN(Cc2ccccc2)C(=O)N1	-2	0	0.7	16	-0.1	6	1	-19
Cc1ccccc1NS(=O)(=O)c1ccc(C(=O)N(C)CC(=O)Nc2ccccc2Br)cc1	-4	1	0.3	5	-1.6	-9	-20	-15
CCOC(=O)C(C(=O)c1ccccc1)C(c1ccccc1)c1nccc2ccccc12 (centres undefined)	-9	-1	0.0	-3	0.0	0	1	-6
CCOc1ccc(OCC(=O)OCC(=O)Nc2ccc3[nH]c(=O)[nH]c3c2)cc1	-6	1	-0.1	-4	0.2	-3	-8	-5
CCN(CC(=O)Nc1ccc2c(c1)OCCO2)C(=O)COc1ccc(C)cc1	-1	-2	0.1	5	-0.2	5	5	-6
Cc1nc(SCC(=O)N2CCCCC2)c2c(C)c(C)sc2n1	x	-6	0.3	5	x	-8	9	-3
CCN(Cc1ccccc1)S(=O)(=O)c1c[nH]c(C(=O)OC)c1	-6	0	0.3	4	0.3	-3	-39	-8
CCN1/C(=C/c2ccc3cc(C)ccc3[n+]2CC)Sc2ccccc21	x	18	448*	3	x	-32	x	i
COc1cccc(/C=C/C(=O)Nc2ccccc2N2CCOCC2)c1	-11	1	0.0	4	2.5	-2	32	-4

Complete entries, looked up by structure. Values in the order: RAD54 branch | ERAP1 inh | Xi reactivation | ERp5 inh | E-selectin induc | S100A4 inh HTS | esBAF inh | RAD52 anneal inh
O=C(Cc1csc(Nc2nc(=S)[nH]c3ccccc23)n1)NCCCN1CCN(c2ccccc2F)CC1 across the screens: 4 | -1 | 0.1 | 5 | x | -6 | 2 | -41
CCCC(=O)Nc1ccc2c(c1)C(=O)N(C)C[C@H](OC)[C@@H](C)CN(CCC)[C@H](C)CO2 across the screens: 5 | -1 | 0.3 | 0 | 0.1 | -7 | 1 | 1

Look-ups from the results shown:
Reading for CCN1/C(=C/c2ccc3cc(C)ccc3[n+]2CC)Sc2ccccc21 in S100A4 inh HTS: -32
Reading for CCOC(=O)C(C(=O)c1ccccc1)C(c1ccccc1)c1nccc2ccccc12 (centres undefined) in RAD52 anneal inh: -6
Reading for O=C1CCN(Cc2ccccc2)C(=O)N1 in Xi reactivation: 0.7
Reading for CCN(CC(=O)Nc1ccc2c(c1)OCCO2)C(=O)COc1ccc(C)cc1 in esBAF inh: 5

(more compounds)
SMILES	RAD54 branch	ERAP1 inh	Xi reactivation	ERp5 inh	E-selectin induc	S100A4 inh HTS	esBAF inh	RAD52 anneal inh
CN(C)CCCNC(=O)/C=C/c1ccc(OCc2c(F)cccc2Cl)cc1	9	-2	0.3	u	0.0	3	-7	45
C[C@H]1CN([C@@H](C)CO)C(=O)CCCn2cc(nn2)CO[C@@H]1CN(C)CC1CCCC1	-4	-1	0.2	2	0.0	-1	-3	-3
FC(F)(F)c1cnc(-c2cnc(-c3cccnc3)nc2)c(Cl)c1	x	6	0.0	-4	x	1	x	-4
CN1c2ccc(Br)cc2[C@H]2[C@H](CCN2C(=O)CN2CCOCC2)[C@@H]1CO	17	1	0.1	4	0.3	-2	3	21
Cc1ccccc1COC(=O)CCC1=NS(=O)(=O)c2ccccc2N1	-6	-1	0.0	3	x	-4	-3	-7
COCc1ccc(C(=O)NC2CCCc3c2cnn3-c2cc(C)cc(C)c2)s1 (centres undefined)	-3	1	-0.1	4	x	1	7	-14
CCOC(=O)C1CCN(C(=O)Cn2cc(C(=O)OC)c3ccccc32)CC1	-8	-2	0.0	1	1.8	0	5	0
CCNC(=O)C[C@H]1CC[C@H]2[C@@H](COc3ccc(NC(=O)Nc4ccc(Cl)cc4)cc3C(=O)N2C)O1	-7	-2	0.0	0	0.4	-6	-4	-17
O=C(Cc1ncc(C(F)(F)F)cc1Cl)NC1CC1	1	-4	0.1	-1	2.9	4	2	-22
CN(C(=O)CSc1nc2ccc([N+](=O)[O-])cc2s1)C1CCS(=O)(=O)C1 (centres undefined)	x	-1	-0.1	-3	x	3	x	-8
CC(/C=N/n1c(COc2ccccc2)n[nH]c1=S)=C\c1ccco1	x	0	0.2	1	11	-2	x	-5
CCCC(=O)Nc1ccc2c(c1)C(=O)N(C)C[C@@H](OC)[C@H](C)CN(S(=O)(=O)c1cn(C)cn1)[C@@H](C)CO2	-19	6	0.4	0	-0.2	-31	1	7
O=C(COC(=O)/C=C/c1ccc(Cl)cc1)NC1CCCCCC1	0	-1	0.0	-1	-0.6	-1	-13	10
O=C(COC(=O)c1ccc(Cl)nc1)Nc1ccc2c(c1)OCO2	-5	1	0.0	-3	0.1	2	1	-4
C[C@H]1CCCCO[C@H](CN(C)C(=O)Nc2ccccc2)[C@@H](C)CN([C@@H](C)CO)C(=O)c2cc(NC(=O)CCCN(C)C)ccc2O1	10	1	0.1	3	0.0	3	0	6
COc1ccc2c3c([nH]c2c1)[C@@H](CO)N(C(=O)Nc1ccc(F)cc1)CC31CCN(C(=O)c2ccccc2F)CC1	x	0	0.0	2	-0.1	27	x	-3
O=C(Nc1nonc1-c1ccc(Cl)cc1)c1ccco1	-1	-1	0.0	4	x	1	-4	-24
CN1C(=O)Cc2cc(S(=O)(=O)NCc3cccs3)ccc21	1	-1	0.0	-2	-1.0	22	-11	-13
O=C(CN1C(=O)NC2(CCCCC2)C1=O)NCCc1c[nH]c2ccccc12	5	2	0.1	-2	x	10	x	-10
Cc1noc(C)c1N=Nc1ccc(Br)cc1C(=O)O	x	4	0.3	-3	2.6	0	x	-14
Cc1ccc2[nH]c3c(c2c1)CCCC3NCCO (centres undefined)	-7	2	-0.1	0	x	-4	-10	-17
CC(NS(=O)(=O)c1ccc(OCC(=O)Nc2cccc([N+](=O)[O-])c2)cc1)c1ccccc1 (centres undefined)	x	0	0.0	-1	-0.2	-3	x	-6
COC(=O)CSc1nnc(CSc2nc(C)cc(C)n2)o1	x	-2	0.0	0	x	-4	x	-3
O=C(N/N=C/c1ccc2c(c1)OCO2)c1ccc2c(c1)OCO2	12	0	0.0	1	-0.1	-8	36	-5
CC(C)C[C@@H](C(=O)NC1CC1)N1C(=O)N2CCc3c([nH]c4ccccc34)[C@@]2(C)C1=O	6	0	x	6	x	1	1	-13
COc1ccc2sc(-c3ccc(N(C)C)cc3)c(-c3cnc(OC)nc3)c2c1	-5	6	0.1	-1	0.5	4	36	-20
CC=Cc1ccc2n(c1=O)C[C@@H]1[C@@H](CO)[C@H](C(=O)NCC(F)(F)F)[C@H]2N1C(=O)C1CC1 (mixture of isomers)	-4	0	0.2	-5	-0.1	0	-1	16
Cc1ccc(S(=O)(=O)Nc2ccc3c(c2)C(=O)N([C@@H](C)CO)C[C@H](C)[C@H](CN(C)CC2CCCCC2)OCCCC[C@H](C)O3)cc1	8	-1	-0.1	2	0.2	0	-4	-147
Nc1ccn(CCCN2CCN(Cc3cccc4ccccc34)CC2)c(=O)n1	11	-4	0.0	5	-0.1	1	-2	3
CCOC(=O)C1=C[C@@H](C(C)(C)C)N(S(=O)(=O)c2ccccc2C)[C@H]1c1ccc(Cl)cc1	-3	-6	0.0	1	-0.2	3	-6	2
COc1cc(COc2ccc(-c3nnco3)cc2)ccc1OC(F)F	-5	3	0.0	3	x	-3	4	0
O=C(O)C1=C[C@@H](c2ccccc2)C[C@@H](OCCCCO)O1	-3	-5	-0.2	5	0.3	-12	1	-12
